KOR beta-arrestin-1 = KOR agonists, beta-arrestin recruitment, primary screen, cell-based, luminescence, uHTS (AID 1777). activation, % at 10 µM; hits with a dose series show EC50 in µM. 280,000 compounds, 0.02% hits. Kappa-type opioid receptor (Homo sapiens). KOR beta-arrestin recruitment, luminescence; higher % means a stronger effect; in the data active = activation above about 50%, passing the limit was not always enough; also: a part of the inactive calls stands beside numbers as strong as those of hits
NOD1 inhibition = NOD1 signaling inhibitors, primary screen, cell-based, luminescence, uHTS (AID 1578) | NOD1-driven NF-kB luciferase reporter cells, luminescence; higher % means a stronger effect | one-dose inhibition, % at 4 µM; EC50 in µM for titrated hits | 290,000 compounds, 1% hits; in the data active = inhibition mostly above about 36%, no sharp cut-off; inactive = mostly below about 34%;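 also: HEK-293T reporter cells stimulated with the NOD1 agonist gamma-tri-DAP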
GPR55 activation = GPR55 agonists via beta-arrestin recruitment, primary screen, imaging, U2OS cells, beta-arrestin-GFP redistribution (AID 1961); 290,000 compounds, 0.048% hits; U2OS GPR55 beta-arrestin-GFP redistribution imaging; higher % means a stronger effect; activation, % at 10 µM, or EC50 in µM where a hit was titrated; G-protein coupled receptor 55 (Homo sapiens);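 active = activation above 40% with more than 50 cells counted in the well; inconclusive = wells holding fewer than 50 cells, flagged as toxic or sparse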;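 also: U2OS osteosarcoma cells stably expressing GPR55 and beta-arrestin-GFP; plate controls were DMSO negative control for no effect and LPI positive control for full effect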
NTR1 ag = agonists of NTR1, primary screen, imaging, U2OS cells, beta-arrestin-GFP, high content (AID 493036) | NTR1-U2OS beta-arrestin-GFP spot imaging, agonist mode | activation, % at 20 µM | 330,000 compounds, 0.17% hits | Neurotensin receptor type 1 (Homo sapiens), P30989;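 active = activation at or above 40% of the spot to cytoplasm intensity ratio, with at least 20 cells analyzed; inconclusive = wells under 20 cells, flagged as cytotoxic or low count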;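 also: 0% = DMSO without peptide and 100% = 100 nM NTR1 peptide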
Target sequence (P30989 whole entry, looked up): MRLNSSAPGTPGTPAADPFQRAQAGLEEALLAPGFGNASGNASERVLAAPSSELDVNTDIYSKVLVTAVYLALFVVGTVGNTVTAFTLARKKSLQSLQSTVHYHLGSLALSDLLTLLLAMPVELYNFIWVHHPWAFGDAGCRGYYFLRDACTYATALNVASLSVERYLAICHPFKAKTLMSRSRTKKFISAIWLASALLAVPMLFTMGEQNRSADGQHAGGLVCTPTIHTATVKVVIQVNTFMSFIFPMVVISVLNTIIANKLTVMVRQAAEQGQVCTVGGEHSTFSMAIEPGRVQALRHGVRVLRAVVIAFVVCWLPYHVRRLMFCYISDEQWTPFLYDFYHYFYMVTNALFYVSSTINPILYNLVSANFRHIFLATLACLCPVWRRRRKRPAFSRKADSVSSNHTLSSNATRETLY
NOD2 inhibition = NOD2 signaling inhibitors, cell-based, luminescence, uHTS, HEK293 (AID 1566); one-dose inhibition, % at 4 µM; EC50 in µM for titrated hits; HEK293 NOD2/NF-kB luciferase reporter, luminescence; higher % means a stronger effect; 290,000 compounds, 0.63% hits; also: many of its hits are not listed in these tables
Yfh1-depleted yeast = enhancers of respiration in Yfh1-depleted yeast, dose response, Friedreich's ataxia, plus single-dose screen (AID 1465); 220,000 compounds, 0.074% hits; one-dose fold induction at 50 µM; EC50 in µM for titrated hits; S. cerevisiae Yfh1-off respiration, WST-1 reduction, 72 h; higher fold induction means a stronger effect;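 active = fold induction of absorbance versus untreated yeast above a set limit, then at least 30% activation at any dose in follow-up; inconclusive = repeats straddling the limit, or above it without dose testing; inactive = fold induction below the set limit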;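 also: activators that raise dye reduction in frataxin-depleted yeast; strong numbers were not always called active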
TNAP activators = human TNAP enzyme activators, primary screen, biochemical, luminescent, no phosphate acceptor, uHTS (AID 1001); Alkaline phosphatase, tissue-nonspecific isozyme (Homo sapiens); purified TNAP, luminescent activation assay, no phosphate acceptor; higher activation fold means a stronger effect; one-dose activation fold at 20 µM; EC50 in µM for titrated hits; 200,000 compounds, 0.03% hits; in the data active = activation fold from about 3, or a potency from the dose series; inactive = the rest, 99 in 100 with activation fold below about 1.6; also: many of its hits are not listed in these tables
KOR beta-arrestin-2 = KOR antagonists, beta-arrestin recruitment, cell-based, luminescence, uHTS (AID 1778) | Kappa-type opioid receptor (Homo sapiens) | KOR beta-arrestin recruitment, luminescence, antagonist mode; higher % means a stronger effect | one-dose inhibition, % at 10 µM; IC50 in µM for titrated hits | 290,000 compounds, 0.091% hits; also: strong numbers were not always called active
CSM14.1 death rescue = rescue of cells from ER stress-induced death, primary screen, 384-well, CSM14.1, thapsigargin, ATP luminescence (AID 1222); 190,000 tested, under 10 active; CSM14.1 thapsigargin-induced death rescue, ATP luminescence; higher % means a stronger effect; cellular ATP content (survival), % at 20 µM; hits with a dose series show EC50 in µM;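 active = EC50 below 50 µM in the dose-response confirmation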;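 also: death triggered by thapsigargin at about 15 µM added after 2 h compound pretreatment; cell ATP read after overnight thapsigargin exposure of roughly 18 to 22 hours; normalized against plate controls of thapsigargin alone and 5% DMSO vehicle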
NTR1 ag cell count 20 µM = recorded beside NTR1 ag, whose call it bears; cell count; measured here: cell count, cytotoxicity flag
* = called active by the depositor; i = inactive; ? = inconclusive; nt = no result given; [ ] = dose if it differs, or a comment. Rule as the data show it, unless noted: active = inhibition above about 50%; inactive = the rest. Some of the compounds tested (hit frequency here may not be typical).

SMILES	KOR beta-arrestin-1	NOD1 inhibition	GPR55 activation	NTR1 ag	NTR1 ag cell count 20 µM	NOD2 inhibition	Yfh1-depleted yeast	TNAP activators	KOR beta-arrestin-2	CSM14.1 death rescue
O=C(c1ccco1)N(Cc1ccc([N+](=O)[O-])cc1)c1ccc(Cl)cc1	-1.8%	20%	0.6%	1.9	85	17%	i	1.1	6%	2.5%
CC(C)CN(C(=O)c1ccc(C(F)(F)F)cc1)c1c(N)n(CC(C)C)c(=O)[nH]c1=O	10%	-28%	-0.2%	-1.3	34	-3%	nt	nt	-29%	nt
COc1cccc(C2(c3cccc(OC)c3)CC2C(=O)Nc2ccc(F)cc2)c1 (stereo not drawn)	2.6%	2%	-0.3%	-2.8	45	4%	i	1.2	19%	-0.4%
CCc1cccc(NC(=O)CN(c2ccc(C)cc2)S(=O)(=O)c2c(C)noc2C)c1	-5.5%	-17%	-0.2%	4.6	63	0%	nt	nt	-19%	nt
CCCCN1C(=O)NC(c2ccc(OC)cc2)C(C(=O)OCc2ccccc2)=C1C (stereo not drawn)	-2.4%	22%	0.6%	4.1	103	1%	nt	nt	-35%[20 µM]	nt
CCOC(=O)C(C(=O)Nc1ccc(C)cc1)C1CCCCC1 (stereo not drawn)	2.2%	-12%	-0.1%	-1.6	40	-1%	i	1	-59%	-0.6%
Cc1cc(=O)n(Cc2ccccc2)c2ccccc12	-2.6%	-2%	-0.1%	-0.6	99	9%	nt	nt	18%	nt
COc1ccc(-c2nc3c(s2)CCc2onc(-c4ccc(OC)cc4)c2-3)cc1	-0.8%	11%	0.2%	5.9	65	7%	nt	nt	-23%[20 µM]	nt
FC(F)Oc1ccc(N=C2SCC3CCCCN23)cc1 (stereo not drawn)	-2.4%	-60%	0.2%	-0.1	62	-46%	nt	nt	-9%	nt
CC(=O)SCC(=O)N=c1sc2cc(F)ccc2n1C	0.0%	-32%	-0.2%	0.4	52	0%	?	1.1	18%	-2.1%
COc1ccccc1C(CC(=O)Nc1ccc(Cl)cc1)c1ccc(OC(C)C)cc1 (stereo not drawn)	-0.1%	61%	0.0%	1.5	44	2%	i	1.4	0%	-4.8%
COc1ccccc1/C=C/C=N/NC(=O)c1ccc(=O)n(C)c1	-2.6%	-13%	0.1%	0.7	39	4%	i	1	13%	2.8%
CCc1ccccc1NC(=O)CN(c1cccc(OC)c1)S(C)(=O)=O	-3.3%	-4%	-0.2%	-0.3	80	7%	i	1.1	37%	-1.9%
Cc1ccc(N=Nc2ccc(C)cc2NC(=O)Nc2ccccc2F)cc1	5.1%	0%	-0.2%	1.9	90	-9%	i	nt	-22%	nt
CC(C)(C)C(=O)Nc1ccc(-c2nnc3n2CCCCC3)cc1	1.2%	-45%	0.3%	0.4	57	4%	nt	nt	-17%	nt
CC(C)(C)c1ccc(CN2N=C(/C=C/c3ccccc3)CCC2=O)cc1	-3.1%	-36%	-0.5%	11	59	-17%	i	1.1	-1%	2.2%
CN(c1cnn(-c2ccccc2)c(=O)c1Cl)n1cccc1	nt	-3%	-0.1%	0.4	50	-32%	i	nt	23%	nt
CCOC(=O)C1CCCN(CC(O)COc2ccc(OC)cc2C(C)(C)C)C1 (stereo not drawn)	9.1%	1%	-0.2%	2.8	76	4%	i	1	11%	-2.9%
COC(=O)c1cc(OC)c(OC)cc1NC(=S)N1CCN(Cc2ccccc2)CC1	-1.5%	-10%	1.1%	0.6	54	7%	i	1.1	-1%	-0.9%
COc1cc(/C=N/NC(=O)Cn2cnc3c2c(=O)n(C)c(=O)n3C)cc(OC)c1OC	nt	-10%	0.2%	1.2	54	29%	i	nt	nt	nt
C=CCC1(CC=C)CCCN1C(=O)CC1C(=O)NCCN1Cc1ccc(OC)c(OC)c1 (stereo not drawn)	-2.9%	-20%	-0.2%	1.6	59	0%	i	1.1	-5%	0.0%
CNS(=O)(=O)c1cc(NC(=O)c2cncn2-c2ccccc2)ccc1C	-6.0%	-10%	0.0%	1.4	45	4%	nt	nt	-2%	nt
CCCn1c(SCC(=O)N2N=C3/C(=C/c4ccc(OC)cc4)CCCC3C2c2ccc(OC)cc2)n[nH]c1=O (stereo not drawn)	0.1%	-1%	1.0%	9.2	45	5%	i	1.1	3%	-1.4%
CCOC(=O)C(CC(=O)O)N1CCCCC1 (stereo not drawn)	0.7%	6%	0.1%	-1.3	42	8%	i	1.1	-11%	-2.5%
Cc1ccccc1NC(=S)N(Cc1ccccc1)Cc1cccs1	7.3%	-42%	0.8%	5.4	79	-18%	i	1.1	-25%	-0.1%
COc1ccc(CCNC(=O)c2ccccc2N(C)S(=O)(=O)c2ccccc2)cc1	2.8%	-12%	-0.3%	-0.8	63	22%	i	1	-20%	-1.9%
CCOC(=O)CCNC(=O)N1CCCC(C(=O)c2ccc3c(c2)OCO3)C1 (stereo not drawn)	nt	6%	-0.3%	1.1	64	-5%	i	1.1	1%	-0.7%
Cc1ccc(NC(=O)c2cccnc2)cc1S(=O)(=O)N(C)C	0.0%	-42%	-0.5%	2.5	39	-6%	i	1.1	-16%	-0.2%
O=C(NNC(=S)Nc1ccc(Br)cc1Cl)c1ccncc1	-2.8%	-20%	-0.3%	1.0	56	21%	i	1.8	-21%	0.1%
Cn1cc(S(=O)(=O)Nc2ccc(F)cc2F)c(=O)n(C)c1=O	-1.8%	3%	-0.1%	1.1	63	6%	i	1	-1%	-0.4%
Cc1ccccc1NC(=O)NNC(=O)c1ccc2ccccc2c1O	3.3%	-34%	-0.1%	-0.6	56	-14%	nt	nt	-13%	nt
CCOC(=O)c1ccc2c(c1)C1C=CCC1C(C(=O)O)N2 (stereo not drawn)	2.3%	-21%	-0.2%	0.4	56	8%	i	1	29%	-0.4%
COc1ccc2c(c1[N+](=O)[O-])CCC/C2=N/OC(=O)c1ccccc1SC	-1.3%	nt	-0.3%	2.4	57	-1%	i	1	-46%	5.3%
Cc1c(C(=O)NCc2ccccc2)oc2ccc(S(=O)(=O)N3CCC4(CC3)OCCO4)cc12	-1.3%	-5%	-0.3%	1.8	74	7%	i	1.1	5%	1.3%
Oc1cccc(Nc2nc(-c3ccccc3Cl)nc3ccccc23)c1	-4.3%	-1%	0.0%	7.9	75	19%	nt	nt	-6%	nt
O=C(NCc1ccccn1)C1C2C=CC(C2)C1C(=O)Nc1ccc(F)cc1 (stereo not drawn)	-2.1%	-5%	-0.1%	0.6	52	13%	i	1.1	8%	-4.2%

3 compounds out of the list above, ordered by the value under NOD1 inhibition, highest first:
canonical_smiles	KOR beta-arrestin-1	NOD1 inhibition	NOD2 inhibition	TNAP activators	KOR beta-arrestin-2
O=C(NCc1ccccn1)C1C2C=CC(C2)C1C(=O)Nc1ccc(F)cc1 (stereo not drawn)	-2.1%	-5%	13%	1.1	8%
COc1ccc(CCNC(=O)c2ccccc2N(C)S(=O)(=O)c2ccccc2)cc1	2.8%	-12%	22%	1	-20%
CCOC(=O)c1ccc2c(c1)C1C=CCC1C(C(=O)O)N2 (stereo not drawn)	2.3%	-21%	8%	1	29%

(cont.)
SMILES	KOR beta-arrestin-1	NOD1 inhibition	GPR55 activation	NTR1 ag	NTR1 ag cell count 20 µM	NOD2 inhibition	Yfh1-depleted yeast	TNAP activators	KOR beta-arrestin-2	CSM14.1 death rescue
COC(=O)c1cc(=O)n(Cc2ccco2)c(=Nc2ccc(F)c(Cl)c2)s1	-4.4%	10%	6.7%	38	45	-1%	i	0.8	5%	1.5%
O=C(Oc1ccc(Cl)c2cccnc12)N1CCCCC1	2.4%	-4%	0.1%	-0.1	39	-20%	i	1	13%	3.6%
O=C(CCn1nnc2ccccc2c1=O)N[C@@H](Cc1c[nH]c2ccccc12)C(=O)O	0.4%	-7%	-0.1%	0.9	58	8%	i	nt	19%	nt
COc1ccc(N2C(=O)[C@@H]3[C@H](C2=O)[C@H]2c4ccccc4C=CN2[C@@H]3C(=O)Nc2ccccc2)cc1	-9.9%	-1%	-0.1%	4.4	55	9%	i	1.2	4%	-0.2%
Cc1ccc(N(CC(=O)Nc2cccc(Cl)c2C)S(C)(=O)=O)cc1	-0.9%	-10%	-0.2%	-0.9	73	17%	nt	nt	15%	nt
CCN1C(=O)CSC1=NC1C2CC3CC(C2)CC1C3 (stereo not drawn)	1.9%	-1%	-0.1%	15	47	1%	i	1.1	-6%	-2.6%
Cc1cccc(Nc2nc(N3CCN(C)CC3)nc(N)c2[N+](=O)[O-])c1	16%	56%	-0.3%	5.4	53	8%	i	1.1	10%	-2.4%
COc1cccc(/C=N/NC(=O)c2cnccn2)c1O	-0.5%	3%	-0.1%	-0.5	58	21%	i	nt	11%	nt
O=Cc1ccc(Sc2ncccn2)o1	0.6%	-40%	0.0%	nt	nt	8%	i	1	-1%	-0.1%
CCOC(=O)CSc1cc(-c2ccccc2)nc2ncnn12	-0.1%	-8%	0.2%	5.8	64	-34%	i	nt	-13%	nt
Cc1cccc(CCN(C(=O)Cc2cccs2)C(C(=O)NC2CCCCC2)c2cccnc2)c1 (stereo not drawn)	-0.3%	16%	-0.2%	13	90	7%	i	1.1	8%	2.7%
O=C(NCCCN1CCC(Cc2ccccc2)CC1)C1CC(=O)N(C2CCCC2)C1 (stereo not drawn)	-1.4%	-31%	0.2%	-0.9	83	0%	i	1.2	17%	nt
COCCNC(=O)C(OC(=O)c1cccs1)c1ccc(F)cc1 (stereo not drawn)	1.1%	-27%	0.3%	1.4	51	5%	i	1	-49%	3.2%
COc1ccc(OC)c(N(CC(=O)NN=C2CCN(C)CC2)S(=O)(=O)c2ccccc2)c1	-1.1%	-18%	1.0%	0.4	52	9%	nt	nt	37%	nt
O=c1[nH][nH]c(=O)n1-c1ccccc1	2.0%	-37%	0.1%	-1.1	55	-2%	i	1.1	-37%	1.2%
CC1CN(c2nc3ccccc3nc2C(C#N)C(=O)NCc2ccc3c(c2)OCO3)CC(C)O1 (stereo not drawn)	-0.9%	2%	-0.1%	0.1	27	-4%	i	0.9	4%	nt
C#CCOC(=O)c1cc(Cl)c(=O)n(Cc2ccc(Cl)cc2Cl)c1	-2.5%	12%	0.4%	3.3	71	34%	nt	nt	-6%	nt
O=C1N/C(=C/c2ccc(Br)s2)C(=O)N1c1ccccc1	-4.2%	-50%	-0.1%	4.4	74	-55%	i	1	-7%[20 µM]	-0.9%
CCOC(=O)C1(Cc2cccc(OC)c2)CCN(C(C)CC(C)(C)O)CC1 (stereo not drawn)	nt	-17%	-0.1%	-0.7	48	10%	i	1	-10%[20 µM]	0.1%
O=C(Nc1ccccc1N1CCOCC1)c1cccc(NS(=O)(=O)c2ccc(F)c(F)c2)c1	-3.2%	-5%	-0.1%	3.5	44	17%	i	1	-32%	0.8%
